High-throughput results: PubChem BioAssay, several laboratories
UGM FP inh = M. tuberculosis UGM enzyme inhibitors, primary screen, biochemical, fluorescence polarization, single point; AID 504406, 2011; inhibition, % at 10 µM; purified UGM, fluorescence polarization probe displacement; 320,000 compounds, 0.06% hits; in the data active = inhibition above about 10%, passing the limit was not always enough; inconclusive = no clear call, values can overlap the other calls
Anthrax LF prot = Bacillus anthracis LF protease inhibitors, primary screen, biochemical, multiplex microsphere, MLPCN library | Lethal factor (Bacillus anthracis), P15917 | multiplex microsphere protease cleavage assay | inhibition, % at 10 µM | 360,000 compounds, 0.12% hits | AID 588501, 2011; also: plate controls were buffer without enzyme for full effect and enzyme alone for no effect
Target sequence (P15917 whole entry, looked up): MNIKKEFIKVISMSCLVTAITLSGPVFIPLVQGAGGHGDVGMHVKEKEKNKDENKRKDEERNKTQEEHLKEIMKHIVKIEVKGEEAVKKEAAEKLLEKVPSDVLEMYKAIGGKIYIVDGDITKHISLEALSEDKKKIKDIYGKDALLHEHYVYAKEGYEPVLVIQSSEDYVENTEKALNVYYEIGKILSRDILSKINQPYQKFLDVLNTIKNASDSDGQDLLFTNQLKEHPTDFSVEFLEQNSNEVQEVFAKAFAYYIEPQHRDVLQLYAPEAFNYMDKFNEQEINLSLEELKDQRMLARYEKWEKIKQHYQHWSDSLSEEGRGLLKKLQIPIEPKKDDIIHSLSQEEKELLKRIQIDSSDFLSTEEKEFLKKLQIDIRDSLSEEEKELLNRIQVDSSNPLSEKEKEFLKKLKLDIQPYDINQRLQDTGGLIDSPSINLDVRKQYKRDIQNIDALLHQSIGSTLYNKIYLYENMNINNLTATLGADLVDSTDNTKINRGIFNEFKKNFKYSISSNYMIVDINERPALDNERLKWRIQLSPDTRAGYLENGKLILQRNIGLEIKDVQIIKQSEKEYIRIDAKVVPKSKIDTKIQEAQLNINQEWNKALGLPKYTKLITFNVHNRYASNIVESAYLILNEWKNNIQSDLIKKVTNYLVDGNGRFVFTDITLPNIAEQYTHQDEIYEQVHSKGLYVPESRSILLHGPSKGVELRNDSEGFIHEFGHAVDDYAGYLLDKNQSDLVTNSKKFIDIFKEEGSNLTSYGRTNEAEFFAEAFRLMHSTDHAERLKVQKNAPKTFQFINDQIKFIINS
Mtb BioA inh = M. tuberculosis BioA enzyme inhibitors, primary screen, biochemical, plate reader, single point, HTS | 7,8-diaminopelargonic acid synthase BioA (Mycobacterium tuberculosis) | purified M. tuberculosis BioA enzyme | inhibition, % at 9.99 µM | AID 602481, 2012 | 360,000 compounds, 0.096% hits; in the data active = inhibition above about 40%; inconclusive = no clear call, values can overlap the other calls
FadD28 binding = inhibitors of FadD28 bisubstrate probe binding, primary screen, biochemical, fluorescence polarization, single point; Mycobacterium tuberculosis FadD28 fatty-acid-AMP ligase; inhibition, % at 12.5 µM; 360,000 compounds, 0.22% hits; in the data active = inhibition above about 8.5%, passing the limit was not always enough; inconclusive = no clear call, values can overlap the other calls
PfHsp40 yeast = rescue of yeast from PfHsp40 toxicity, primary screen, S. cerevisiae, ATP luminescence. S. cerevisiae expressing PfHsp40, growth rescue. growth rescue, % at 12.5 µM. 340,000 compounds, 0.68% hits. AID 504582, 2011; in the data active = growth rescue above about 28%, passing the limit was not always enough; inconclusive = no clear call, values can overlap the other calls;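 also: yeast W303a lacking pdr1 and pdr3 grown in galactose medium; growth measured after three days at 30 °C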
BoNT F protease = BoNT/F light chain protease inhibitors, primary screen, biochemical, flow cytometry, MLPCN library | Multiplex microsphere protease cleavage assay | inhibition, % at 10 µM | 360,000 compounds, 0.22% hits; in the data active = inhibition above about 35%, passing the limit was not always enough; inconclusive = no clear call, values can overlap the other calls; also: plate controls were buffer without enzyme for full effect and enzyme alone for no effect
BoNT A protease = BoNT/A light chain protease inhibitors, primary screen, biochemical, flow cytometry, MLPCN library; Botulinum neurotoxin type A light chain protease (Clostridium botulinum A str. ATCC 3502); multiplex microsphere protease substrate cleavage; inhibition, % at 10 µM; 360,000 compounds, 0.17% hits; AID 588499, 2011; also: plate controls were buffer without enzyme for full effect and enzyme alone for no effect
FBA Mtb inh = Mtb FBA enzyme inhibitors, primary screen, biochemical, fluorescence, strain H37Rv | inhibition, % at 1 µM | purified M. tuberculosis FBA, fluorescence read-out | 360,000 compounds, 2.3% hits | Fructose-bisphosphate aldolase (Mycobacterium tuberculosis (strain ATCC 25618 / H37Rv)), …; in the data active = inhibition above about 27%;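 also: 0% = vehicle and 100% = reference inhibitor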
GDH-TPI inh = GDH-TPI coupling enzyme inhibitors, primary screen, artefact control for M. tuberculosis FBA inhibitor project, biochemical, absorbance, full deck | 360,000 compounds, 1.2% hits | AID 588335, 2011 | inhibition, % at 4.8 µM | GDH-TPI coupled enzyme counterscreen, NADH absorbance; in the data active = inhibition above about 30%;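 also: 0% = DMSO wells and 100% = wells lacking the enzyme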
* marks the source's active call; other numbers are inactive results; ? = inconclusive; . = no result given; & = joins results of further samples. Rule as the data show it, unless noted: active = inhibition above about 30%; inconclusive = no clear call, values can overlap the other calls; inactive = below that.

Preview (5 entries):
SMILES	UGM FP inh	Anthrax LF prot	Mtb BioA inh	FadD28 binding	PfHsp40 yeast	BoNT F protease	BoNT A protease	FBA Mtb inh	GDH-TPI inh
O=C(O)c1cccc(N2CCCC2)c1	3.8	-1	-2.3	-1.9	-1.1	0	0.8	15	14
CN(C)CCN(Cc1ccccc1)S(=O)(=O)c1ccc2c(c1)n(C)c(=O)c(=O)n2C	1.2	-4	-1.8	-3.8	0.5	3	-0.1	4	4
COc1ccc(C(CC(=O)O)N2Cc3ccccc3C2=O)cc1 (stereo unspecified)	0.3	-2	-0.7	.	0.3	5	0.2	0	0
COc1ccc(NC(=O)COC(=O)c2c3c(nc4ccccc24)CCCC3)cc1	0.6	5	-2.8	-4.9	0.4	-1	2.7	2	-9
COc1ccc(NS(=O)(=O)c2ccc(NC(=O)CCNS(=O)(=O)c3ccc(C)cc3)cc2)cc1	.	0	.	-1.0	0.3	6	1.9	-1	-7

Results (from the top)
SMILES	UGM FP inh	Anthrax LF prot	Mtb BioA inh	FadD28 binding	PfHsp40 yeast	BoNT F protease	BoNT A protease	FBA Mtb inh	GDH-TPI inh
O=C(O)c1cccc(N2CCCC2)c1	3.8	-1	-2.3	-1.9	-1.1	0	0.8	15	14
CN(C)CCN(Cc1ccccc1)S(=O)(=O)c1ccc2c(c1)n(C)c(=O)c(=O)n2C	1.2	-4	-1.8	-3.8	0.5	3	-0.1	4	4
COc1ccc(C(CC(=O)O)N2Cc3ccccc3C2=O)cc1 (stereo unspecified)	0.3	-2	-0.7	.	0.3	5	0.2	0	0
COc1ccc(NC(=O)COC(=O)c2c3c(nc4ccccc24)CCCC3)cc1	0.6	5	-2.8	-4.9	0.4	-1	2.7	2	-9
COc1ccc(NS(=O)(=O)c2ccc(NC(=O)CCNS(=O)(=O)c3ccc(C)cc3)cc2)cc1	.	0	.	-1.0	0.3	6	1.9	-1	-7
O=C(NCc1nc2ccccc2[nH]1)c1ccc([N+](=O)[O-])cc1	0.8	-6	.	-2.7	1.7	-8	-1.2	-2	-2
OC(COC(c1ccccc1)c1ccccc1)CN1CCN(c2cccc(Cl)c2)CC1 (stereo unspecified)	2.4	-6	-0.1	-4.6	-1.2	-3	-2.4	2	-13
Cc1ccc(N/C=C/c2onc(C)c2[N+](=O)[O-])cc1	-1.7	-9	3.0	-3.6	-0.5	-7	-1.4	-11	0
COCCCNC(=O)c1sc2ncnc(N3CCc4ccccc4C3)c2c1C	2.0	3	31	-3.7	4.1	0	0.9	2	19
CC(=O)N1CCN(c2ccc(NC(=O)c3ccco3)cc2Cl)CC1	2.7	?	17	-0.7	-1.7	?	?	3	5
CCOc1ccc(Nc2oc(-c3cccc(Cl)c3)nc2C#N)cc1	-1.6	-4	.	-0.3	-1.1	2	?	0	10
Cc1cccc(C(=O)NCC(=O)OCc2nnc(-c3ccccc3)o2)c1	2.0	0	.	-3.3	-1.0	-10	-3.8	2	3
Clc1cccc(Cl)c1COn1nnc2ccccc21	-2.3	-2	-1.4	-2.0	2.1	-8	0.7	0	1
Fc1ccc(C2=NN(c3ccccc3)C(c3ccco3)C2)cc1 (stereo unspecified)	-3.9	-9	.	-1.6	3.5	-10	-2.6	48*	2
CC(C)c1ccc(NC(=O)Cc2ccc(NC3=NC4CS(=O)(=O)CC4S3)cc2)cc1 (stereo unspecified)	-5.5	-6	-0.4	-0.7	-0.9	-3	0.7	0	-14
CCN(CCn1cccn1)C(=O)c1cc(COc2ccc(F)cc2Cl)on1	-0.8	-7	.	-0.7	0.4	-12	-0.5	1	12
O=C(COC(=O)c1cc(=O)[nH]c2ccccc12)Nc1cccc(S(=O)(=O)N2CCOCC2)c1	0.0	-6	-1.8	-6.0	-1.2	2	0.0	6	6
COc1ccccc1Nc1ccc(C(=O)NC2CCCCC2)cn1	-4.1	-4	-0.2	-4.6	2.6	-15	-1.8	-3	5
O=C(CN1c2ccccc2S(=O)(=O)c2ccccc21)NCc1ccccc1	-1.2	0	-1.3	2.4	-0.6	-6	-0.7	2	3
CCOC(=O)c1c(CN(C)C)n(C)c2ccc(OC(C)=O)cc12	-1.5	1	0.3	-1.9	0.1	-1	-0.2	-1	-11
C/C(=N\S(=O)(=O)c1ccc(C)cc1)N1CCCCC1	-0.4	-3	-0.1	1.1	-0.5	0	0.0	6	-4
CN(C)c1ccc(C(CNC(=O)c2cccs2)N(C)C)cc1 (stereo unspecified)	-1.3	12	0.5	-0.8	-1.4	3	-0.5	1	-4
COc1ccc(OC)c(NC(=O)CN(Cc2ccc(Cl)cc2)S(C)(=O)=O)c1	1.9	-3	.	-5.9	-0.7	-8	-1.1	0	-8
O=C(Nc1ccc(OC(=O)c2ccccc2)c(-c2nc3ccccc3s2)c1)c1ccccc1	-1.2	1	-1.6	-4.8	-0.6	-10	-0.2	1	-3
O=C(O)c1cc(Cl)ccc1-c1ccc(/C=C/c2cc(C(F)(F)F)[nH]c(=O)n2)o1	0.6	-2	.	?	-1.4	-10	-1.0	7	16
SMILES	UGM FP inh	Anthrax LF prot	Mtb BioA inh	FadD28 binding	PfHsp40 yeast	BoNT F protease	BoNT A protease	FBA Mtb inh	GDH-TPI inh
COc1ccccc1CCc1nnc(CCC(=O)NC(C)Cc2cccs2)o1 (stereo unspecified)	0.1	-2	.	-5.8	-0.2	-2	-0.6	-3	-5
O=C(CSC(=S)N1CCCC1)Nc1ncc(Cl)cc1Cl	-0.9	-1	-0.5	-0.8	-0.5	-4	-0.2	4	3
CN(C)C1(CNC(=O)c2ccc(NS(=O)(=O)c3ccc(Cl)c(Cl)c3)cc2)CCCCC1	-1.5	-2	-0.4	-1.4	-0.1	-8	-0.1	-1	6
COc1cccc(C2NC(=O)CCC2[N+](=O)[O-])c1OC (stereo unspecified)	-0.4	13	.	-3.2	-1.9	4	-1.8	0	-6
Cc1cccc(OCc2nnc(SCC(=O)Nc3ccc(C)c(C)c3)o2)c1	-1.8	0	2.3	-2.6	1.0	3	-0.4	1	6
CCCOC(=O)c1ccc(Oc2coc3c(CN(CC)CC)c(O)ccc3c2=O)cc1	-0.2	-1	.	-0.3	-0.8	-10	-0.5	55*	22
CCOc1ccc(-n2ccc(=O)c(C(=O)Nc3ccc(S(=O)(=O)N4CCOCC4)cc3)n2)cc1	-0.1	-2	-1.0	-6.2	1.3	7	2.1	-7	-5
C/C(=N\Nc1nnc(C)c(=O)[nH]1)C(=O)O	0.4	-6	-1.9	-1.9	-1.3	-1	-0.2	1	10
CCC(CC)COC(=O)C1=C(C)NC(=O)NC1c1ccc(N(C)C)cc1 (stereo unspecified)	-0.8	7	-1.5	0.3	-0.9	0	-1.9	184*	-2
Cc1ccc(N2CN(S(=O)(=O)c3cccc([N+](=O)[O-])c3)c3nc4ccccc4nc32)cc1	2.7	-3	0.2	-0.8	-0.5	-5	-0.3	5	2
CCN(CC)CCCNC(=O)C1CCN(C(=O)c2oc3cc4sc(N(C)C)nc4cc3c2C)CC1	0.1	-2	0.1	1.2	0.5	5	2.3	11	22
CCOC(=O)C(CC)Sc1nnc2c3cc(C)ccc3n(C)c2n1 (stereo unspecified)	0.1	-5	.	-1.0	2.5	26	1.9	-1	18
NC(=S)NC1CC2C=CC1C2 (stereo unspecified)	-3.2	.	-0.5	-1.6	0.6	.	.	5	13
Cc1cccc(C(=O)Nc2cccc(C(=O)N/N=C/c3ccccn3)c2)c1	0.6	9	7.0	-5.7	-0.8	-15	-2.5	48*	1
Cn1nccc1C(=O)Nc1cccc(S(=O)(=O)N2CCOCC2)c1	0.0	-3	0.7	-1.0	-0.5	4	7.7	0	1
COc1ccccc1CC(=O)Nc1ccc(Cl)cc1C(=O)O	1.3	-5	.	-0.5	-0.9	-5	-2.4	15	5
CCOC(=O)CN1NC2(CCCCCCC2)NC1=S	0.0	3	.	-1.6	0.1	2	-0.6	4	2
COc1ccc(NC(=O)COC(=O)CCSc2ccccc2)cc1OC	2.8	-2	2.6	-3.2	-1.0	4	4.3	-1	-6
N#CN=CN1CC=C(c2ccc(Cl)cc2)CC1	.	-10	.	-1.4	.	1	-0.4	-3	4
CCCN1CCN(S(=O)(=O)c2ccc(-n3cnnn3)cc2)CC1	-0.8	2	-1.8	-3.7	0.0	2	2.7	-1	0
CCC(C)N(C(=O)CSc1nc(C)c(C)c(C)c1C#N)C1CCS(=O)(=O)C1 (stereo unspecified)	0.4	-13	-1.1	-2.1	-0.2	-77	-57	4	4
CCC(C(=O)N1CCc2ccccc2C1)n1nc(C)n2c(cc3occc32)c1=O (stereo unspecified)	1.4	-4	-0.3	-1.8	-1.2	1	1.1	2	-5
O=S1(=O)CCN(Cc2ccccc2)CC1	.	-8	.	-2.9	.	6	-0.1	2	-8
CSc1ncc(/C=C2/C(=O)NC(=O)N(c3ccc(C)cc3)C2=O)cn1	-2.2	-6	.	-2.0	-0.1	-2	0.0	5	1
O=C(c1ccc(F)cc1)c1ccc(N2CCCC2)cc1	1.3	-4	.	-0.6	-0.4	-6	-0.2	5	24
SMILES	UGM FP inh	Anthrax LF prot	Mtb BioA inh	FadD28 binding	PfHsp40 yeast	BoNT F protease	BoNT A protease	FBA Mtb inh	GDH-TPI inh
CCCCCCC(=O)N/N=C/c1c(O)n(C2CC2)c(=S)[nH]c1=O	0.0	2	.	0.3	-0.5	-9	-1.4	-3	20
CCOC(=O)c1cnc2ccc(C)cc2c1OCc1cc(F)cc(F)c1	-0.4	4	0.2	-2.6	-1.1	?	0.6	3	1
Cc1oc(-c2ccc(Cl)cc2)nc1CS(=O)CC(=O)NCCCN1CC(C)CC(C)C1 (stereo unspecified)	-0.1	-4	1.5	-0.4	-1.2	-1	-0.5	4	-7
C[C@@H]1CN([C@@H](C)CO)C(=O)CCCn2nncc2CO[C@@H]1CN(C)C(=O)Nc1ccc(C(F)(F)F)cc1	.	4	-2.3&2.8	-9.3	.	-1	-0.7	0	2
C=C1CCC2C(C)(C)[C@@H](O)CC[C@@]2(C)[C@@H]1COc1ccc2ccc(=O)oc2c1 (stereo partly specified)	0.4	-15	-0.1	-3.0	4.7	9	-2.4	24	15
O=C(CNC(=O)c1ccccc1F)OCCOc1cccc(Cl)c1	2.6	-2	.	-3.2	1.0	-4	-4.7	-1	2
COC1OC2COC(c3ccccc3)OC2C(O)C1NC(C)=O (stereo unspecified)	.	-3	-0.9	0.1	-0.9	-11	-0.4	3	-5
CCOC(=O)N1CCN(S(=O)(=O)N2CCCC(C(=O)NCc3ccccc3OC)C2)CC1 (stereo unspecified)	-0.7	-1	0.8	-0.1	-0.5	1	0.2	2	7
OC1c2cc(Cl)cc(Cl)c2N=C2CCCN21 (stereo unspecified)	.	7	-1.6	-3.8	.	-1	-0.3	7	8
CC(C)CCn1c(Oc2ccccc2Cl)nc2c1c(=O)n(C)c(=O)n2C	-1.2	-4	3.8	-1.8	1.8	-2	-0.2	1	12
CCc1cccc(NC(=O)Cn2c(=O)oc3cc(S(=O)(=O)N4CCOCC4)ccc32)c1	0.1	-1	1.2	41*	-0.5	-1	-0.3	-1	11
CCOc1ccc(C(=O)c2nc3c(n2O)CCCCC3)cc1	4.4	-1	-0.1	-6.9	-0.2	-21	-0.1	19	17
Cc1ccccc1N=Cc1ccc[nH]1	.	11	-1.6	-3.4	-0.4	?	0.5	-2	-17
N#C/C(=C\c1ccc(F)c(Cl)c1)S(=O)(=O)c1ccccn1	-0.6	-4	.	0.2	-0.9	?	3.2	0	6
O=c1cc(N2CCN(Cc3ccccc3)CC2)[nH]c(=O)n1Cc1ccc(F)cc1	0.1	-3	0.4	-0.6	-1.6	-10	-0.9	-2	0
